Growth percent in the NCI-60 one-dose screen (48 h, 10 µM unless noted): 100 = growth as untreated, 0 = no growth, -100 = all killed.
NCI-H322M = NCI-H322M lung cancer. AID 1794733. 80,000 compounds, 2.7% hits
COLO 205 = COLO 205 colon cancer; 79,000 compounds, 7.3% hits
NCI-H23 = NCI-H23 lung cancer. AID 1794731. 80,000 compounds, 4% hits
NCI-H522 = NCI-H522 lung cancer. AID 1794739. 78,000 compounds, 8% hits
IGROV1 = IGROV1 ovarian cancer. 79,000 compounds, 4.7% hits. AID 1794786
NCI-H226 = NCI-H226 lung cancer. 79,000 compounds, 3.5% hits
NCI/ADR-RES = NCI/ADR-RES ovarian cells; 81,000 compounds, 4.4% hits
SK-OV-3 = SK-OV-3 ovarian cancer cells; 80,000 compounds, 3.2% hits; AID 1794785
NCI-H460 = NCI-H460 lung cancer; 82,000 compounds, 6.8% hits
* = called active by the depositor; [ ] = dose if it differs, or a comment. The calls were made as follows: active = growth percent below 10; inactive = the rest.

What do the screens show for `COc1nc(=S)nc(OC)[nH]1`?
NCI-H322M: 102; COLO 205: 103; NCI-H23: 99; NCI-H522: 93; IGROV1: 101; NCI-H226: 97; NCI/ADR-RES: 102; SK-OV-3: 111; NCI-H460: 105

What do the screens show for `Cc1ccc(-c2nnc3sc(C4=Cc5ccccc5OC=C4)nn23)cc1`?
NCI-H322M: 100; COLO 205: 120; NCI-H23: 96; NCI-H522: 91; IGROV1: 109; NCI-H226: 96; NCI/ADR-RES: 98; SK-OV-3: 118; NCI-H460: 101

Results for CN1CCCc2cc(/C=C3\SC(=S)N(C(Cc4ccccc4)C(=O)O)C3=O)ccc21 (centres undefined) ?
NCI-H322M: 106; COLO 205: 110; NCI-H23: 83; NCI-H522: 86; IGROV1: 99; NCI-H226: 96; NCI/ADR-RES: 89; SK-OV-3: 101; NCI-H460: 107

Results for CC(=O)c1sc(Nc2cccc(Nc3nc(C)c(C)s3)c2)nc1C ?
NCI-H322M: 62; COLO 205: 78; NCI-H23: 63; NCI-H522: 46; IGROV1: 26; NCI-H226: 65; NCI/ADR-RES: 56; SK-OV-3: 26; NCI-H460: 46

How did CC1(C)S[C@@H]2[C@H](NC(=O)[C@@H](N)c3ccc(O)cc3)C(=O)N2[C@H]1C(=O)O do in these assays?
NCI-H322M: 104; COLO 205: 96; NCI-H23: 100; NCI-H522: 94; IGROV1: 114; NCI-H226: 92; NCI/ADR-RES: 97; SK-OV-3: 97; NCI-H460: 113

What do the screens show for `Cc1ccc(S(=O)(=O)c2nc(-c3ccccc3)oc2S(C)(=O)=O)cc1`?
NCI-H322M: 106; COLO 205: -77*; NCI-H23: 76; NCI-H522: -84*; IGROV1: 66; NCI-H226: 91; NCI/ADR-RES: 85; SK-OV-3: 77; NCI-H460: 80

What do the screens show for `COc1ccc(/C=C/C(=O)c2ccc(N3CCN(C)CC3)cc2)c(C(F)(F)F)c1`?
NCI-H322M: 77; COLO 205: -65*; NCI-H23: 28; NCI-H522: 53; IGROV1: 55; NCI-H226: 46; NCI/ADR-RES: 59; SK-OV-3: 64; NCI-H460: 11

How did CCOC(=O)CC1(C)OCC(C)(C)CO1 do in these assays?
NCI-H322M: 93; COLO 205: 109; NCI-H23: 102; NCI-H522: 95; IGROV1: 103; NCI-H226: 102; NCI/ADR-RES: 100; SK-OV-3: 102; NCI-H460: 109

What do the screens show for `CCOC(=O)Nc1cc(NC(=O)OCC)ncn1`?
NCI-H322M: 105; COLO 205: 109; NCI-H23: 108; NCI-H522: 100; IGROV1: 112; NCI-H226: 102; NCI/ADR-RES: 108; SK-OV-3: 109; NCI-H460: 109

What do the screens show for `O=c1[nH]c(=O)c2n[nH]nc2[nH]1`?
NCI-H322M: 93; COLO 205: 108; NCI-H23: 99; NCI-H522: 101; IGROV1: 113; NCI-H226: 100; NCI/ADR-RES: 98; SK-OV-3: 103; NCI-H460: 106

The last three entries of the section before open the next one.
How did CCOC(=O)CC1(C)OCC(C)(C)CO1 do in these assays?
NCI-H322M: 93; COLO 205: 109; NCI-H23: 102; NCI-H522: 95; IGROV1: 103; NCI-H226: 102; NCI/ADR-RES: 100; SK-OV-3: 102; NCI-H460: 109

What do the screens show for `CCOC(=O)Nc1cc(NC(=O)OCC)ncn1`?
NCI-H322M: 105; COLO 205: 109; NCI-H23: 108; NCI-H522: 100; IGROV1: 112; NCI-H226: 102; NCI/ADR-RES: 108; SK-OV-3: 109; NCI-H460: 109

What do the screens show for `O=c1[nH]c(=O)c2n[nH]nc2[nH]1`?
NCI-H322M: 93; COLO 205: 108; NCI-H23: 99; NCI-H522: 101; IGROV1: 113; NCI-H226: 100; NCI/ADR-RES: 98; SK-OV-3: 103; NCI-H460: 106

What do the screens show for `NC(=O)c1c(NC(=O)c2cccc(C(F)(F)F)c2F)sc2c1CCC(=O)C2`?
NCI-H322M: 99; COLO 205: -9.7*; NCI-H23: 4.6*; NCI-H522: -11*; IGROV1: 24; NCI-H226: 25; NCI/ADR-RES: 11; SK-OV-3: 77; NCI-H460: 11

What do the screens show for `Fc1cnc(NC2CC2)nc1-c1cnc2ccc(N3CCOCC3)cn12`?
NCI-H322M: 4.3*; COLO 205: -22*; NCI-H23: -7.3*; NCI-H522: -18*; IGROV1: 4.4*; NCI-H226: 0.2*; NCI/ADR-RES: 7.3*; SK-OV-3: 21; NCI-H460: 4.3*

What do the screens show for `CCc1nn(Cc2ccccc2)c2nc(C)c(CCc3ccccc3)c(Cl)c12`?
NCI-H322M: 79; COLO 205: 110; NCI-H23: 101; NCI-H226: 91; NCI/ADR-RES: 92; SK-OV-3: 97; NCI-H460: 91

What do the screens show for `CCCCOc1nc2cc(Cl)ccc2cc1/C=C/c1cc(/C=C/c2cc3ccc(Cl)cc3nc2OCCCC)n(-c2ccccc2)n1`?
NCI-H322M: 93; COLO 205: 88; NCI-H23: 83; NCI-H522: 61; IGROV1: 89; NCI-H226: 75; NCI/ADR-RES: 93; SK-OV-3: 51; NCI-H460: 98

What do the screens show for `O=C(O)c1ccc(-c2nn(-c3ccc(C(=O)O)cc3)cc2CNc2ccc(Br)cc2)cc1`?
NCI-H322M: 100; COLO 205: 108; NCI-H23: 106; NCI-H522: 85; IGROV1: 115; NCI-H226: 115; NCI/ADR-RES: 112; SK-OV-3: 102

How did c1ccc(Oc2cccc3ccccc23)cc1 do in these assays?
COLO 205: 104; NCI-H23: 96; NCI-H522: 87; IGROV1: 102; NCI-H226: 93; NCI/ADR-RES: 100; SK-OV-3: 94; NCI-H460: 105

What do the screens show for `Cn1ccnc1C(=O)/C=C/c1ccc(CC(=O)Nc2cc(F)c(F)c(F)c2)cc1`?
NCI-H322M: 21; COLO 205: 24; NCI-H23: 8.1*; NCI-H522: 12; IGROV1: 29; NCI-H226: 58; NCI/ADR-RES: -30*; SK-OV-3: 85; NCI-H460: 5.2*

How did CN(C)c1ccnc(CNCCSC2(c3ccc(C(F)(F)F)cc3)c3ccccc3CCc3ccccc32)c1 do in these assays?
NCI-H322M: 8.8*; COLO 205: -84*; NCI-H23: -32*; NCI-H522: -83*; IGROV1: -5.4*; NCI-H226: -32*; NCI/ADR-RES: -74*; SK-OV-3: -17*; NCI-H460: -81*

How did N#CC1=C(N)Oc2c(cnn2-c2ccc([N+](=O)[O-])cc2[N+](=O)[O-])C1c1ccccc1Cl (centres undefined) do in these assays?
NCI-H322M: 94; COLO 205: 111; NCI-H23: 86; NCI-H522: 76; IGROV1: 71; NCI-H226: 93; NCI/ADR-RES: 89; SK-OV-3: 96; NCI-H460: 99

How did c1ccc(-c2nc3ccccc3n3cccc23)cc1 do in these assays?
NCI-H322M: 99; COLO 205: 119; NCI-H23: 83; NCI-H522: 128; IGROV1: 101; NCI-H226: 95; NCI/ADR-RES: 100; SK-OV-3: 100; NCI-H460: 100

What do the screens show for `CC(=O)OCCCOCCCOc1ccccc1`?
NCI-H322M: 139; COLO 205: 116; NCI-H23: 101; IGROV1: 126; NCI-H226: 96; NCI/ADR-RES: 105; SK-OV-3: 110; NCI-H460: 107

What do the screens show for `Cn1c(=O)c2c(ncn2CCC(=O)Nc2ccc(S(N)(=O)=O)cc2)n(C)c1=O`?
NCI-H322M: 111; COLO 205: 107; NCI-H23: 94; NCI-H522: 95; IGROV1: 111; NCI-H226: 106; NCI/ADR-RES: 104; SK-OV-3: 90; NCI-H460: 111

How did CC1CC2(C)N(CCc3cncn32)C1=O (centres undefined) do in these assays?
NCI-H322M: 111; COLO 205: 108; NCI-H23: 107; NCI-H522: 85; IGROV1: 105; NCI-H226: 93; NCI/ADR-RES: 112; SK-OV-3: 100; NCI-H460: 110

What do the screens show for `Cc1ccc(C2CC(c3ccc(Nc4nc(NCCO)nc(Nc5ccc(Cl)cc5)n4)cc3)=Nc3c(N)nc(N)nc3N2)cc1` (centres undefined)?
NCI-H322M: -90*; COLO 205: 30; NCI-H23: -82*; NCI-H522: -69*; IGROV1: -63*; NCI-H226: 50; NCI/ADR-RES: -40*; SK-OV-3: 114; NCI-H460: -85*

What do the screens show for `CC1(C)CC[C@]2(C(N)=O)CC[C@]3(C)C(=CC[C@@H]4[C@@]5(C)C/C(=C/c6ccncc6)C(=O)C(C)(C)[C@@H]5CC[C@]43C)[C@@H]2C1`?
NCI-H322M: -100*[100 µM]; COLO 205: -55*[100 µM]; NCI-H23: -34*[100 µM]; NCI-H522: -67*[100 µM]; IGROV1: -72*[100 µM]; NCI-H226: -48*[100 µM]; NCI/ADR-RES: -48*[100 µM]; SK-OV-3: -46*[100 µM]; NCI-H460: -49*[100 µM]

How did CC(C)=NNC(=O)c1ccncc1 do in these assays?
NCI-H322M: 109; COLO 205: 115; NCI-H23: 100; NCI-H522: 84; IGROV1: 102; NCI-H226: 90; NCI/ADR-RES: 99; SK-OV-3: 96; NCI-H460: 107

How did CCC(=O)OCC1OC(n2cnc3c(=S)nc(N)[nH]c32)C(OC(=O)CC)C1OC(=O)CC (centres undefined) do in these assays?
NCI-H322M: 88; COLO 205: 114; NCI-H23: 78; NCI-H522: 36; IGROV1: 50; NCI-H226: 56; NCI/ADR-RES: 65; SK-OV-3: 34; NCI-H460: 56

Results for Cc1nn(-c2ccc(C(F)(F)F)cc2)c(C)c1N=Nc1ccccc1 ?
NCI-H322M: 93; COLO 205: 103; NCI-H23: 90; NCI-H522: 56; IGROV1: 82; NCI-H226: 89; NCI/ADR-RES: 90; SK-OV-3: 94; NCI-H460: 100

What do the screens show for `O=C(Nc1ccc(F)cc1)c1ccccc1`?
NCI-H322M: 103; COLO 205: 113; NCI-H23: 108; NCI-H522: 101; IGROV1: 110; NCI-H226: 104; NCI/ADR-RES: 99; SK-OV-3: 112; NCI-H460: 105

Results for CC(=O)c1ccc(NC(=O)CSc2nnc(-c3cc(-c4ccccc4)nc4ccccc34)n2-c2ccccc2)cc1 ?
NCI-H322M: 100; COLO 205: 97; NCI-H23: 93; NCI-H522: 89; IGROV1: 98; NCI-H226: 101; NCI/ADR-RES: 89; SK-OV-3: 108; NCI-H460: 105

Results for NC(=O)CSc1ccccc1 ?
NCI-H322M: 97; COLO 205: 113; NCI-H23: 97; NCI-H522: 82; IGROV1: 102; NCI-H226: 91; NCI/ADR-RES: 99; SK-OV-3: 103; NCI-H460: 105

How did N#C/C(=C\c1ccc(-c2ccc(Br)cc2)o1)c1nc(-c2cccs2)cs1 do in these assays?
NCI-H322M: 98; COLO 205: 125; NCI-H23: 91; NCI-H522: 94; IGROV1: 88; NCI-H226: 102; NCI/ADR-RES: 95; SK-OV-3: 111; NCI-H460: 103

Results for ONC(CC(O)(NO)NO)c1ccccc1 (centres undefined) ?
COLO 205: 122; NCI-H522: 93; IGROV1: 111; NCI-H226: 90; NCI/ADR-RES: 108; SK-OV-3: 111; NCI-H460: 103

Results for CS(=O)(=O)OC1C(COC(=O)c2ccccc2)OC2C1Oc1nc(=O)ccn12 (centres undefined) ?
NCI-H322M: 107; COLO 205: 109; NCI-H23: 97; NCI-H522: 107; IGROV1: 120; NCI-H226: 101; NCI/ADR-RES: 100; SK-OV-3: 114; NCI-H460: 108

What do the screens show for `CCOC(=O)c1c(C)oc2ncnc(Nc3ccc(OCc4cccc(F)c4)cc3)c12`?
NCI-H322M: 101; COLO 205: 84; NCI-H23: 92; NCI-H522: 85; NCI-H226: 88; NCI/ADR-RES: 86; SK-OV-3: 104; NCI-H460: 68

What do the screens show for `CCc1oc2ccccc2c1C(=O)c1cc(Br)c(O)c(Br)c1`?
NCI-H322M: 118; NCI-H23: 53; NCI-H522: 31; IGROV1: 72; NCI-H226: 84; NCI/ADR-RES: 44; SK-OV-3: 96; NCI-H460: 87

What do the screens show for `NCCCN1CCN(CCCNc2cccc3cccnc23)CC1`?
NCI-H322M: 79; COLO 205: 92; NCI-H23: 97; NCI-H522: 100; IGROV1: 106; NCI-H226: 96; NCI/ADR-RES: 98; SK-OV-3: 90; NCI-H460: 104

Results for COc1ccc2nc(-c3ccc(Cl)cc3)cc(-c3nnc(SCC(=O)c4ccccc4)o3)c2c1 ?
NCI-H322M: 99; COLO 205: 121; NCI-H23: 105; NCI-H522: 94; IGROV1: 100; NCI-H226: 90; NCI/ADR-RES: 104; SK-OV-3: 108; NCI-H460: 102

What do the screens show for `Cn1cc(-c2cc3ncnc(Nc4ccc(CC(=O)Nc5cc(C(C)(C)C)on5)cc4)c3s2)cn1`?
NCI-H322M: 33; COLO 205: 25; NCI-H23: 50; NCI-H522: 36; IGROV1: 11; NCI-H226: 26; NCI/ADR-RES: 61; SK-OV-3: 10; NCI-H460: 28

How did CCCCCCCCCCCCCCCCCCCCCC(=O)O do in these assays?
NCI-H322M: 100; COLO 205: 100; NCI-H23: 92; NCI-H522: 129; IGROV1: 114; NCI-H226: 96; NCI/ADR-RES: 102; SK-OV-3: 83; NCI-H460: 103

What do the screens show for `Cc1ccc(NC(=O)CCCl)cc1Cl`?
NCI-H322M: 98; COLO 205: 108; NCI-H23: 94; NCI-H522: 94; IGROV1: 90; NCI-H226: 85; NCI/ADR-RES: 97; SK-OV-3: 86; NCI-H460: 106

Part of the list above in order of heavy-atom count, high to low:
What do the screens show for `Cn1cc(-c2cc3ncnc(Nc4ccc(CC(=O)Nc5cc(C(C)(C)C)on5)cc4)c3s2)cn1`?
NCI-H322M: 33; COLO 205: 25; NCI-H23: 50; NCI-H522: 36; IGROV1: 11; NCI-H226: 26; NCI/ADR-RES: 61; SK-OV-3: 10; NCI-H460: 28

How did N#CC1=C(N)Oc2c(cnn2-c2ccc([N+](=O)[O-])cc2[N+](=O)[O-])C1c1ccccc1Cl (centres undefined) do in these assays?
NCI-H322M: 94; COLO 205: 111; NCI-H23: 86; NCI-H522: 76; IGROV1: 71; NCI-H226: 93; NCI/ADR-RES: 89; SK-OV-3: 96; NCI-H460: 99

Results for ONC(CC(O)(NO)NO)c1ccccc1 (centres undefined) ?
COLO 205: 122; NCI-H522: 93; IGROV1: 111; NCI-H226: 90; NCI/ADR-RES: 108; SK-OV-3: 111; NCI-H460: 103
